Screening results deposited in PubChem BioAssay by Sanford-Burnham Center for Chemical Genomics.
UBC13 inh – blocks human UBC13 polyubiquitin chain formation | inhibition, % at 20 µM | 330,000 compounds, 0.47% hits | TR-FRET | AID 485273 | P61088; in the data active = inhibition above about 45%, passing the limit was not always enough
Target sequence (P61088 whole entry, looked up): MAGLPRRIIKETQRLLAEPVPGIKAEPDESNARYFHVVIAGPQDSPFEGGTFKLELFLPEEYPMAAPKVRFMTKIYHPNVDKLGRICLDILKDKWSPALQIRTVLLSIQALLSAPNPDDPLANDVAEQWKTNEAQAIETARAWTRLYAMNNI
Apaf-1 inh – inhibitors of human Apaf-1 apoptosome. inhibition, % at 20 µM. reconstituted apoptosome caspase-3 activity, DEVD-Rh110 fluorescence. 330,000 compounds, 0.71% hits. AID 489030. O14727; active = inhibition of at least 40% at 20 µM;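 also: plate controls were DMSO wells for no effect and DEVD-CHO caspase inhibitor wells for full effect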
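detection = Rh110 fluorescence intensity | test system = biochemical Apaf-1 apoptosome reconstitution | also added = cytochrome c and DEVD-Rh110 substrate | schedule = 30 min plus 50 min, RT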
HKDC1 inhibitor – HKDC1 (human) hexokinase inhibition; inhibition, % at 20 µM; 340,000 compounds, 0.16% hits; Q2TB90; recombinant HKDC1, G6PDH/diaphorase resazurin coupled fluorescence;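 active = inhibition above about 35% when tested at 20 µM, limit read from the data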;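 also: plate controls were DMSO wells with enzyme for no effect and DMSO wells lacking enzyme for full effect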
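Assay system: in-house recombinant HK5 (HKDC1) enzyme. Input: HKDC1 at 5 µg/mL. Medium: Tris pH 8.0 buffer with MgCl2, Tween-20, BSA, BME. Dosing: single 20 µM dose. Schedule: 90 min reaction incubation at room temperature, dark. Signal: resazurin-to-resorufin fluorescence via G6PDH and diaphorase coupling, 525/613 nm. Controls: DMSO-enzyme wells negative, buffer-substituted wells positive.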
697 NFkB inh – lowers PMA/ionomycin-induced NF-kB signal in 697 B cells. 697 B-cell NF-kB luciferase reporter, 16 h. inhibition, % at 4 µM. 330,000 compounds, 0.33% hits; in the data active = inhibition above about 35%
SENP7 block – blocks the human protease SENP7; 330,000 compounds, 1.5% hits; inhibition, % at 5 µM; recombinant SENP7, Z-RLRGG-aminoluciferin luminescence, 40 min;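 active = inhibition above about 50% at the single test dose, limit read from the data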;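 also: plate controls were DMSO with enzyme for no effect and no enzyme buffer wells for full effect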
Target sequence (Q9BQF6 706-1050 limits assumed): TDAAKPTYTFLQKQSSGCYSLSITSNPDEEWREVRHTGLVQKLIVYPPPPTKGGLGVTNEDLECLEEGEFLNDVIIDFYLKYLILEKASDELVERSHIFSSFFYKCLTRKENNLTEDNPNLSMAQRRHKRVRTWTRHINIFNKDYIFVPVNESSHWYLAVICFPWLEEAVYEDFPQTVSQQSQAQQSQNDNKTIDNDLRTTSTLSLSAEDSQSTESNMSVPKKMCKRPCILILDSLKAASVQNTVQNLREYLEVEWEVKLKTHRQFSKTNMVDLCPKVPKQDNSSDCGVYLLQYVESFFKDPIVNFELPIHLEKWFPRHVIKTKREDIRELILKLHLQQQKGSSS
Gli-Sufu antag – blocks Gli-Sufu signaling in a luciferase reporter | Sufu-KO-LIGHT fibroblasts, Gli luciferase reporter luminescence | inhibition, % at 5 µM | 340,000 compounds, 0.74% hits | AID 588413;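 active = inhibition above about 55%, limit read from the data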;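 also: 0% = DMSO-treated cells and 100% = wells with medium but no cells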
Jurkat NFkB inh – inhibitors of the PMA/ionomycin-induced NF-kB reporter in Jurkat cells; inhibition, % at 4 µM; PMA/ionomycin-induced NF-kB luciferase reporter, luminescence; 330,000 compounds, 0.53% hits
SENP8 block – SENP8 protease inhibition. Q96LD8. purified SENP8, Z-RLRGG-aminoluciferin cleavage, luminescence. inhibition, % at 10 µM. 330,000 compounds, 1.2% hits. AID 2540
Target sequence (Q96LD8 whole entry, looked up): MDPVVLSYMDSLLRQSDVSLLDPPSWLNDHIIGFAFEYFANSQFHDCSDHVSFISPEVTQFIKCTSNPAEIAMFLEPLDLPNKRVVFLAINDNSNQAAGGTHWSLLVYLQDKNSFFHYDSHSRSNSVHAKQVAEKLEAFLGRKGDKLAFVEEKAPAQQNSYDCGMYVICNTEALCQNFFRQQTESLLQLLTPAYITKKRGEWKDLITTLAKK
An asterisk follows results filed as active; x = no result given. Rule as the data show it, unless noted: active = inhibition above about 50%; inactive = the rest.

item | Structure | HKDC1 inhibitor | Apaf-1 inh | SENP7 block | Gli-Sufu antag
1 | CCOc1cc(/C=N/NC(=O)c2cccc([N+](=O)[O-])c2)ccc1OS(=O)(=O)c1ccccc1 | 0 | 12 | -2 | 6
2 | CCOC(=O)C1(Cc2cccc(Cl)c2)CCCN(C(=O)c2c(CC)noc2C)C1 (configuration not stated) | -1 | 15 | -1 | 11
3 | Cc1cccc(OCc2nnc(SCC(=O)NC3CCCC3)n2C)c1 | -4 | 7 | -1 | 10
4 | Cc1[nH]c2c(C)cccc2c1CCNC(=O)c1ccc2c(c1[N+](=O)[O-])C(=O)c1ccccc1C2=O | 8 | 6 | 6 | 1
5 | C/C(=N\N1CCN(c2ccccc2)CC1)c1ccc(O)cc1 | -1 | 1 | 2 | -2
6 | CCOCCn1c(CN2CCN(CCO)CC2)nc2c1c(=O)n(C)c(=O)n2C | -5 | -1 | 16 | 0
7 | CCCCNC(=O)c1onc(CSc2ccncc2)c1C(=O)NCCCC | 2 | 5 | -10 | 11
8 | CC(C)c1nc(Cl)c(C#N)c2c1COC(C)(C)C2 | -1 | -5 | 6 | 1
9 | C/C(=N\NC(=O)COc1ccccc1-c1ccccc1)c1ccc(O)cc1O | -27 | -9 | -6 | 5
10 | O=C(CSc1ncn[nH]1)NC1CCCc2ccccc21 (configuration not stated) | -9 | -1 | -2 | 2
11 | Cc1cccc(N(CC(=O)NC2CCCCC2)C(=O)Cn2nnc(-c3ccc(C)o3)n2)c1 | -2 | 14 | -7 | 4
12 | CC(=O)c1c(C)n(CCO)c2ccc(O)cc12 | -9 | 1 | 12 | -6

item | Jurkat NFkB inh | UBC13 inh | SENP8 block | 697 NFkB inh
1 | -20 | -14 | -4 | -6
2 | -31 | -9 | 3 | -66
3 | -3 | 3 | 3 | 2
4 | 21 | -41 | 7 | -29
5 | -14 | 1 | -6 | -24
6 | 0 | -8 | -15 | 12
7 | -11 | 6 | -5 | 14
8 | 7 | 5 | -1 | 12
9 | 2 | 19 | 3 | 17
10 | 1 | 0 | -2 | -2
11 | 7 | -6 | -10 | 7
12 | 6 | 0 | -3 | -6

Along the list, as entered above.
Nos. 2–8 in HKDC1 inhibitor, in turn: -1, -4, 8, -1, -5, 2, -1
Nos. 2–8 in Gli-Sufu antag, in turn: 11, 10, 1, -2, 0, 11, 1
Nos. 2–8 in Jurkat NFkB inh, in turn: -31, -3, 21, -14, 0, -11, 7

Next compounds follow:
item | Structure | HKDC1 inhibitor | Apaf-1 inh | SENP7 block | Gli-Sufu antag
13 | O=C(Cn1cncn1)NCc1cccc2ccccc12 | -1 | 12 | -12 | -12
14 | CC(C)(C)OC(=O)N[C@@H](C(=O)OC(C)(C)C)c1ccc(C(F)(F)F)cc1 | -2 | 12 | -5 | -14
15 | CCOc1cc2[nH]c(=S)n(Cc3ccc(C(=O)NCCCN4CCOCC4)cc3)c(=O)c2cc1OCC | 3 | 11 | 7 | 0
16 | O=C(NNC(=O)c1ccncc1)Nc1cccc(C(F)(F)F)c1 | 3 | -9 | -15 | -1
17 | O=C(CN1C(=O)c2ccccc2S1(=O)=O)NCCc1ccc(F)cc1 | -5 | -2 | 3 | -10
18 | CCOc1ccc(OCc2ccc(C(=O)NC(C)(C)C)o2)cc1 | -7 | 10 | 1 | 53
19 | O=C(c1ccc(F)cc1)N1CCC(c2ccccc2)C1 (configuration not stated) | -4 | 4 | -3 | -34
20 | COc1cc(/C=N/NC(=O)c2ccncc2)ccc1OCC(=O)Nc1ccccc1 | -5 | 8 | -15 | -23
21 | Cc1nn(CC(=O)Nc2ccc(Br)cc2F)c(=O)c2cccn12 | -7 | 4 | 5 | -8
22 | CC(=O)c1cc2c(cc1NC(=O)CCC1CCCC1)OCO2 | x | 4 | -4 | x
23 | Cn1c(=O)n(CCOc2ccc(Cl)cc2Cl)c2ccccc21 | -6 | 7 | 2 | -2
24 | O=C1CNC(=O)N1c1ccc(Cl)cc1 | -4 | -3 | 0 | -26

item | Jurkat NFkB inh | UBC13 inh | SENP8 block | 697 NFkB inh
13 | 2 | -5 | -9 | 25
14 | 5 | -4 | -4 | -2
15 | -13 | 16 | 5 | 10
16 | 3 | 9 | -7 | 6
17 | -2 | 11 | 5 | 4
18 | -6 | -8 | -1 | -127
19 | -57 | -8 | -2 | -79
20 | -90 | -8 | -4 | -8
21 | -6 | -5 | -1 | -7
22 | 4 | 18 | -7 | 5
23 | 12 | 7 | -1 | -11
24 | -21 | 7 | 1 | 12

Going on with the list:
item | Structure | HKDC1 inhibitor | Apaf-1 inh | SENP7 block | Gli-Sufu antag
25 | COc1ccccc1OCC(=O)NNC(=O)c1cnccn1 | -6 | 5 | 7 | 3
26 | CSCC[C@H](NC(=O)OC(C)(C)C)c1nnc(SCC=C(C)C)o1 | 2 | 6 | -3 | 0
27 | COc1ccccc1-n1c(C)cc(/C=C2/C(=N)N3C(=NC2=O)SN=C3S(C)(=O)=O)c1C | 12 | -2 | 7 | -23
28 | COc1ccc(S(=O)(=O)NCCSCc2ccccc2C)cc1Br | -1 | 8 | 3 | 4
29 | CC(=O)Nc1ccc(S(=O)(=O)N[C@@H](C)C(=O)N2CCN(C/C=C/c3ccccc3)CC2)cc1 | 1 | -3 | -5 | 10
30 | COC(=O)c1ccc(N2CCCCC2)c(N)c1 | -5 | -10 | -2 | -30
31 | COc1ccc(/C(C)=N\NC(=O)CSc2nnc(C)s2)cc1 | -8 | -5 | -2 | -1
32 | Cc1cnccc1CNC(=O)C1CCC(=O)N(Cc2ccc(Cl)cc2)C1 (configuration not stated) | -5 | 1 | 1 | -8
33 | COc1cc(CN(C(=O)c2ccco2)C2CCS(=O)(=O)C2)cc(OC)c1OC (configuration not stated) | -7 | -6 | 7 | 29
34 | COc1ccc2c(c1)c1ncn(Cc3ccccn3)c(=O)c1n2C | 0 | -7 | 2 | -9
35 | CCOC(=O)NC(=O)c1cn(C(CC)CO)c(=O)[nH]c1=O (configuration not stated) | -17 | -6 | -3 | -10
36 | COC(=O)c1ccc(N=NN2CCOCC2)cc1 | 15 | 6 | 7 | -50

item | Jurkat NFkB inh | UBC13 inh | SENP8 block | 697 NFkB inh
25 | 1 | -8 | 3 | 0
26 | -6 | -3 | -10 | 4
27 | 3 | -5 | -3 | -49
28 | 7 | 4 | -4 | 6
29 | 7 | 1 | 10 | -2
30 | -76 | 21 | -17 | -18
31 | -11 | -1 | 0 | 3
32 | 15 | 6 | 8 | 4
33 | 8 | -1 | 3 | 4
34 | 11 | 8 | -6 | -17
35 | 4 | 8 | -2 | 13
36 | -53 | -7 | -11 | -19

Further compounds follow.
item | Structure | HKDC1 inhibitor | Apaf-1 inh | SENP7 block | Gli-Sufu antag
37 | c1nnc2c3c4c(sc3ncn12)CCCC4 | x | -12 | -5 | x
38 | O=C(Nc1cccc(-c2cccc(F)c2)c1)C1CCN(Cc2ccc(CO)o2)CC1 | 9 | 11 | 12 | 26
39 | COc1ccc(OC)c(-n2c(-c3cc(-c4ccco4)[nH]n3)n[nH]c2=S)c1 | 5 | -9 | 0 | -4
40 | CC1CCN(c2nc3ccc(C(=O)NCCCN4CCCCC4)cc3s2)CC1 | -2 | 14 | -3 | -156
41 | O=C1c2ccccc2S(=O)(=O)c2cc(N3CCN(C(=O)c4ccccc4)CC3)ccc21 | 1 | 6 | 4 | -13
42 | CC(O)CN1C(=O)C(CC(=O)Nc2ccc(Cl)cc2)SC1=Nc1ccccc1 (configuration not stated) | 7 | 11 | 4 | 2
43 | Cc1cc(Nc2ccc(F)cc2)nc(N)n1 | -9 | -15 | 0 | 4
44 | COc1cc2c(cc1OC)C(c1cccs1)N(C(=O)c1cccc(S(=O)(=O)N(C)C)c1)CC2 (configuration not stated) | 14 | -1 | -8 | 0
45 | CCOCCCNC(=O)c1ccc(CS(=O)(=O)Cc2ccccc2F)o1 | 9 | -19 | -12 | -2
46 | CC(=O)NCCC(=O)Nc1cc(S(=O)(=O)N2CCOCC2)ccc1Oc1ccc(F)cc1 | -6 | -5 | -18 | 1
47 | COc1ccc(NC(=O)/C(=C/c2ccc3c(c2)OCO3)NC(C)=O)cc1 | -2 | -5 | 9 | 6
48 | CC(C)Cn1c(N)c(C(=O)COC(=O)c2ccc(O)cc2O)c(=O)n(C)c1=O | -2 | 10 | 4 | 17
49 | O=C(NCc1ccccc1)c1ccccc1OCC(=O)N1CCCCC1 | -5 | 8 | 13 | -4
50 | CCN(CC)S(=O)(=O)c1ccc(OC(C)C)c(NC(=O)c2c3c(nc4ccccc24)CCN(Cc2ccccc2)C3)c1 | -2 | 20 | 7 | 20
51 | CCCc1c(C)[nH]c2nc3ccccc3n2c1=O | -6 | 3 | 1 | -6

item | Jurkat NFkB inh | UBC13 inh | SENP8 block | 697 NFkB inh
37 | 9 | -4 | -6 | -11
38 | -11 | 10 | 5 | -2
39 | 8 | 6 | -2 | 11
40 | -45 | 14 | -4 | -80
41 | -10 | -9 | -5 | 29
42 | -6 | -2 | -3 | 13
43 | 8 | 5 | 3 | 17
44 | 5 | 4 | 9 | 2
45 | -7 | -3 | 4 | 19
46 | -3 | -5 | 0 | 5
47 | -6 | 4 | 1 | 9
48 | 16 | -2 | -2 | 9
49 | 7 | -2 | 2 | 14
50 | 11 | -1 | 2 | 2
51 | -37 | 9 | 1 | -14

Some of the entries above, reformatted.
| item | SMILES | HKDC1 inhibitor | Apaf-1 inh | SENP7 block | Gli-Sufu antag | Jurkat NFkB inh | UBC13 inh | SENP8 block | 697 NFkB inh |
| --- | --- | --- | --- | --- | --- | --- | --- | --- | --- |
| 36 | COC(=O)c1ccc(N=NN2CCOCC2)cc1 | 15 | 6 | 7 | -50 | -53 | -7 | -11 | -19 |
| 37 | c1nnc2c3c4c(sc3ncn12)CCCC4 | x | -12 | -5 | x | 9 | -4 | -6 | -11 |
| 38 | O=C(Nc1cccc(-c2cccc(F)c2)c1)C1CCN(Cc2ccc(CO)o2)CC1 | 9 | 11 | 12 | 26 | -11 | 10 | 5 | -2 |
| 39 | COc1ccc(OC)c(-n2c(-c3cc(-c4ccco4)[nH]n3)n[nH]c2=S)c1 | 5 | -9 | 0 | -4 | 8 | 6 | -2 | 11 |
| 40 | CC1CCN(c2nc3ccc(C(=O)NCCCN4CCCCC4)cc3s2)CC1 | -2 | 14 | -3 | -156 | -45 | 14 | -4 | -80 |
| 41 | O=C1c2ccccc2S(=O)(=O)c2cc(N3CCN(C(=O)c4ccccc4)CC3)ccc21 | 1 | 6 | 4 | -13 | -10 | -9 | -5 | 29 |
| 42 | CC(O)CN1C(=O)C(CC(=O)Nc2ccc(Cl)cc2)SC1=Nc1ccccc1 (configuration not stated) | 7 | 11 | 4 | 2 | -6 | -2 | -3 | 13 |
| 43 | Cc1cc(Nc2ccc(F)cc2)nc(N)n1 | -9 | -15 | 0 | 4 | 8 | 5 | 3 | 17 |
| 44 | COc1cc2c(cc1OC)C(c1cccs1)N(C(=O)c1cccc(S(=O)(=O)N(C)C)c1)CC2 (configuration not stated) | 14 | -1 | -8 | 0 | 5 | 4 | 9 | 2 |
| 45 | CCOCCCNC(=O)c1ccc(CS(=O)(=O)Cc2ccccc2F)o1 | 9 | -19 | -12 | -2 | -7 | -3 | 4 | 19 |
| 46 | CC(=O)NCCC(=O)Nc1cc(S(=O)(=O)N2CCOCC2)ccc1Oc1ccc(F)cc1 | -6 | -5 | -18 | 1 | -3 | -5 | 0 | 5 |
| 47 | COc1ccc(NC(=O)/C(=C/c2ccc3c(c2)OCO3)NC(C)=O)cc1 | -2 | -5 | 9 | 6 | -6 | 4 | 1 | 9 |
| 48 | CC(C)Cn1c(N)c(C(=O)COC(=O)c2ccc(O)cc2O)c(=O)n(C)c1=O | -2 | 10 | 4 | 17 | 16 | -2 | -2 | 9 |
